# XIAP antagonists – small molecules displacing peptide from XIAP – biochemical, IAP family, fluorescence polarization (AID 1018); XIAP BIR domain, fluorescence polarization peptide displacement; higher % means a stronger effect; one-dose displacement, % at 20 µM; IC50 in µM for titrated hits; hit rate 0.007% among 200,000; in the data active = displacement above about 50%; also: a part of the inactive calls stands beside numbers as strong as those of hits
# Large T inhibition – SV40 large T antigen inhibitors, biochemical (AID 1903); SV40 large T antigen ATPase/helicase inhibition assay; higher % means a stronger effect; inhibition, % at 20 µM; hits with a dose series show IC50 in µM; hit rate 0.39% among 310,000; in the data active = a potency from the dose series; inconclusive = inhibition mostly from about 32% at the one dose, without a potency; inactive = the rest, 99 in 100 with inhibition below about 32%; also: strong numbers were not always called active
# AID2073 – inhibitors of Mint1-CaV2.2 protein interaction, biochemical, HTRF (AID 2073); hit rate 0.19% among 290,000; HTRF protein-protein interaction, Mint1-CaV2.2; higher % means a stronger effect; inhibition, % at 20 µM, or IC50 in µM where a hit was titrated; in the data active = inhibition mostly above about 51%, no sharp cut-off; inconclusive = no clear call, values can overlap the other calls; inactive = mostly below about 53%; also: some results filed as inactive read as strong as hits
# HIV peptide binding – inhibitors of HIV fusion peptide binding, primary screen, biochemical, uHTS, fluorescence dequenching (AID 1986); hit rate 0.3% among 290,000; cell-free peptide binding, fluorescence dequenching, 30 min; higher % means a stronger effect; inhibition, % at 20 µM; hits with a dose series show IC50 in µM; in the data active = inhibition mostly above about 52%, no sharp cut-off; inactive = mostly below about 76%; also: some results filed as inactive read as strong as hits
# SIAH1 antagonists – Siah-1 peptide-binding antagonists, primary screen, biochemical, fluorescence polarization, rhodamine-plectin, uHTS (AID 1817) | Siah-1 / rhodamine-plectin peptide fluorescence polarization; higher % means a stronger effect | displacement, % at 20 µM; hits with a dose series show IC50 in µM | hit rate 0.02% among 290,000;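 active = displacement of at least 50% at 20 µM, with a fluorescence ratio check between 0.3 and a set limit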;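 also: plate controls were Siah plus tracer with DMSO for no effect and tracer alone without Siah for full effect; strong numbers were not always called active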
# LYP inhibition – inhibitors of LYP phosphatase, biochemical, fluorescence intensity, uHTS (AID 1779); hit rate 0.054% among 290,000; recombinant LYP phosphatase, fluorescence intensity; higher % means a stronger effect; one-dose inhibition, % at 11.5 µM; IC50 in µM for titrated hits; in the data active = inhibition above about 50%;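 also: plate controls were vehicle with enzyme for no effect and no enzyme for full effect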
# NS5 inhibitors – flavivirus cap methylation enzyme inhibition – biochemical, confirmation dose response, primary screen (AID 588689) | Dengue-2 NS5 methyltransferase capping enzyme assay, biochemical; higher % means a stronger effect | inhibition, % at 25 µM; hits with a dose series show IC50 in µM | hit rate 0.3% among 340,000; in the data active = a potency from the dose series; inconclusive = inhibition above about 29% without an active follow-up result
# RSV CPE inhibition – inhibition of RSV-induced cytopathic effect – HEp-2 cells, primary 10 µM value included (AID 2391). hit rate 0.13% among 310,000. one-dose CPE inhibition, % at 10 µM; IC50 in µM for titrated hits. HEp-2 cells, RSV-induced CPE inhibition; higher % means a stronger effect; in the data active = a potency from the dose series; inconclusive = CPE inhibition mostly from about 23% at the one dose, without a potency; inactive = the rest, 99 in 100 with CPE inhibition below about 21%; also: strong numbers were not always called active
# Rac1 GTP hydrolysis – MgcRacGAP GTPase-activating activity inhibitors, confirmation, biochemical, ADP Hunter fluorescence. MgcRacGAP-stimulated Rac1 GTP hydrolysis, ADP Hunter fluorescence; higher % means a stronger effect; GST-tagged Rac1 F28L mutant substrate. hit rate 0.6% among 340,000. one-dose inhibition, % at 30 µM; IC50 in µM for titrated hits;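 active = first-screen hits whose inhibition reached a set limit at any dose in the follow-up dose series; inconclusive = inhibition above the set first-screen limit but never retested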;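 also: fluorescence reports GDP produced by GAP-driven GTP hydrolysis; strong numbers were not always called active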
# NS5 inhibitors pilot replicate – further read-out of NS5 inhibitors, marked with its call; inhibition, %; measured here: pilot screen replicate inhibition
# An asterisk follows results filed as active; ? = inconclusive; nt = not tested or not shown.
SMILES,XIAP antagonists,Large T inhibition,AID2073,HIV peptide binding,SIAH1 antagonists,LYP inhibition,NS5 inhibitors,RSV CPE inhibition,Rac1 GTP hydrolysis,others
CCN(CC)CCNCc1ccc(-c2ccc(Cl)cc2)o1,-3.6%,3%,12%,0.6%,2%,2%,-4%,-3.5%,5%,
O=C(CCC(=O)c1cccs1)NCc1ccncc1,-8.5%,3%,14%,2.3%,3%,4%,-2%,2.4%,8%,
O=C(c1sc2ccccc2c1Cl)N1CCN(c2ncccn2)CC1,-3.2%,6%,5%,0.6%,8%,-7%,-6%,1.3%,6%,
COc1ccc(C(=O)N/C(=C/c2cccc3ccccc23)C(=O)NCCc2c[nH]c3ccccc23)cc1OC,1.4%,5%,30%,4.0%,8%,2%,-3%,2.3%,5%,
COc1ccc(C(=O)c2c(NC(C)=O)sc3c2CCN(C(=O)OC(C)(C)C)C3)cc1,nt,4%,-19%,-0.5%,8%,-1%,nt,1.4%,nt,
CC(=O)c1cccc(NCC(=O)Nc2cc(S(=O)(=O)N3CCCCC3)ccc2C)c1,nt,10%,14%,0.5%,-3%,-1%,-1%,18%,12%,
COC(=O)C1C(=O)c2c(C)noc2CC1(C)C (stereo not drawn),-4.8%,0%,8%,-2.0%,-6%,2%,-6%,3.1%,8%,
C=CCN(CC=C)Cc1c(C)[nH]c2c(C)c(C)ccc2c1=O,-5.9%,nt,-7%,0.2%,-4%,-10%,-3%,0.6%,4%,
Cc1nn(C)c(C)c1S(=O)(=O)Nc1ccc2c(c1)OCO2,0.6%,2%,2%,11%,0%,2%,-6%,1.7%,7%,
COc1ccc(C(=O)C2CCCN(Cc3nc4ccccc4nc3C)C2)cc1OC (stereo not drawn),-2.2%,2%,-3%,1.2%,6%,-5%,2%,-1.1%,-9%,
O=Cc1ccc(OCCOc2ccc([N+](=O)[O-])cc2)cc1,nt,7%,0%,-1.0%,5%,-4%,-10%,1.5%,-5%,
CCCCC(O)(CCCC)C(=O)NN(C(=O)OC)c1ccccc1,-14%,9%,-6%,1.8%,1%,-1%,-5%,1.0%,1%,
Cc1cc[n+](CC(=O)c2cccs2)cc1,-5.9%,2%,10%,3.4%,0%,-4%,-2%,-0.5%,9%,
Cc1cccc2sc(NC(=O)c3cccc(S(=O)(=O)N4CCc5ccccc54)c3)nc12,-1.2%,1%,68%*,0.1%,18%,2%,-2%,?,3%,
COC(=O)c1ccc(/C=N/Nc2nc(-c3ccc(Cl)cc3Cl)cs2)cc1,-3.9%,5%,13%,-0.9%,-2%,-5%,nt,nt,nt,
CCOc1cc(/C=N/NC(=O)c2ccc(CN3CCOCC3)cc2)ccc1OCc1ccccc1,-3.6%,-4%,12%,-1.7%,6%,-5%,0%,13%,8%,
COC(=O)[C@@H]1C[C@H]2CC[C@H](O)C[C@H]2N1Cc1ccc(N2CCN(C)CC2)cc1,nt,6%,-1%,0.6%,-1%,-10%,-2%,-0.8%,9%,
CCC(=O)Nc1nc(C)c(C(=O)NC2CCCCC2)s1,-1.9%,10%,-3%,1.4%,4%,-4%,-11%,1.5%,6%,
COCCn1c(-c2cccs2)nc2nc3ccccc3nc21,nt,2%,18%,0.7%,0%,-24%,3%,nt,7%,
O=C(c1cccnc1)N1N=C(C2CCCCC2)CC1(O)C(F)(F)F (stereo not drawn),-8.6%,26%,-2%,-1.4%,1%,0%,7%,0.6%,-5%,
N#C/C(C(=O)NCc1ccco1)=C1/SC(Cc2ccc(F)cc2)C(=O)N1c1ccccc1 (stereo not drawn),-3.1%,23%,-2%,12%,2%,7%,19%,0.0%,4%,
CCOc1ccc(S(=O)(=O)N2CCC(C(=O)N3CCOCC3)CC2)cc1Cl,nt,0%,6%,0.3%,9%,-4%,-1%,0.3%,6%,
CN(C)/C(Cn1cncn1)=C1/N=C(c2c(F)cccc2F)OC1=O,-3.0%,4%,4%,0.7%,-2%,7%,nt,1.9%,-2%,
COC(=O)CSc1nnc(SCc2ccccc2)s1,2.7%,8%,18%,2.0%,4%,0%,-6%,4.0%,7%,
CC(CCc1ccccc1)NC(=O)/C=C/c1ccc(Cl)cc1 (stereo not drawn),-5.1%,-8%,5%,3.2%,3%,5%,-3%,2.0%,5%,
Cc1cc(C)c(NC(=O)COC(=O)C2CCC2)c(Cl)c1,nt,17%,?,0.7%,2%,-10%,-8%,1.2%,11%,
CCCc1cc(=O)[nH]c(-n2[nH]c3c(c2=O)CCCC3)n1,-6.9%,7%,-4%,12%,0%,-4%,0%,-1.2%,8%,
COc1cccc(CNC(=S)Nc2ccc(Cl)cc2C)c1,nt,13%,0%,1.0%,5%,-2%,-7%,7.2%,8%,NS5 inhibitors pilot replicate=-3.1
O=C(c1ccc2c(c1)OCCO2)C1CCN(S(=O)(=O)c2ccc(F)cc2)CC1,-4.0%,1%,3%,0.5%,0%,0%,-6%,-0.8%,3%,
CS(=O)(=O)N1CCN(C(=O)c2cc(-c3cccnc3)nc3ccc(Br)cc23)CC1,-2.5%,3%,5%,-1.0%,0%,4%,5%,0.1%,3%,
CC(=O)Nc1ccc(S(=O)(=O)N(C)Cc2cnn(C)c2)cc1,nt,1%,2%,0.8%,1%,-6%,-3%,-0.7%,9%,
O=S(=O)(c1ccccc1F)N1CCN(C(=S)NCc2ccccc2)CC1,-8.9%,8%,-14%,-0.7%,3%,4%,-4%,2.4%,8%,
CCC(=O)N1CCN(c2nc3ccc(Br)cc3s2)CC1,nt,9%,10%,-2.0%,-1%,-8%,-3%,2.3%,1%,
COCCN(C(=O)/C=C/c1cccc([N+](=O)[O-])c1)c1c(N)n(Cc2ccccc2)c(=O)[nH]c1=O,nt,13%,0%,0.6%,8%,-2%,-7%,1.4%,10%,
COc1ccc([N+](=O)[O-])cc1NC(=O)Nc1cccc(Cl)c1,-2.5%,13%,15%,-1.8%,18%,-6%,-11%,4.7%,6%,
CCc1ccc(S(=O)(=O)NC2CC(C)(C)NC(C)(C)C2)cc1,nt,2%,3%,0.4%,0%,-7%,-3%,-1.2%,-2%,NS5 inhibitors pilot replicate=2.7
Cc1ccc(-n2nnnc2-c2cccnc2)cc1,nt,9%,2%,0.6%,1%,-2%,-6%,-0.2%,2%,
Cn1c(Cl)c(/C=N/OC(=O)c2ccccc2Cl)c2ccccc21,-5.1%,6%,8%,2.8%,-2%,-6%,-2%,6.8%,3%,
Cc1cc(NC(=O)c2ccccc2)nc2c1c(=O)oc1ccccc12,-8.0%,1%,35%,-0.9%,-2%,-4%,-13%,2.0%,3%,
COC(=O)[C@@H](NC(=O)c1cc(COc2cncc(Cl)c2)on1)c1ccccc1,nt,17%,1%,0.5%,0%,-6%,3%,1.2%,-4%,
CCN(CC)S(=O)(=O)c1cc(-c2nn(C)c(=O)c3ccccc23)ccc1C,-5.0%,1%,-3%,2.1%,-11%,-2%,-1%,-0.1%,15%,
O=C(Nc1cccc(NC(=S)NC(=O)c2cccs2)c1)c1ccccc1,-0.1%,7%,12%,-1.3%,9%,7%,3%,0.5%,8%,
CS(=O)(=O)c1ncc(Cl)c(C(=O)Nc2ccc(OC(F)F)cc2)n1,nt,?,-3%,1.4%,8%,-6%,-65%,?,11%,NS5 inhibitors pilot replicate=-28
CC(=O)CSc1nnc(-c2ccc(S(=O)(=O)N3CCCC3)cc2)n1C,nt,0%,7%,-1.3%,3%,-7%,-4%,5.9%,4%,
Cc1cc(Cl)ccc1NC(=O)/C=N/O,nt,20%,-3%,-0.9%,9%,-10%,2%,nt,11%,

# Structures above that contain an aryl methoxy group:
SMILES,XIAP antagonists,Large T inhibition,AID2073,HIV peptide binding,SIAH1 antagonists,LYP inhibition,NS5 inhibitors,RSV CPE inhibition,Rac1 GTP hydrolysis,others
COc1ccc(C(=O)N/C(=C/c2cccc3ccccc23)C(=O)NCCc2c[nH]c3ccccc23)cc1OC,1.4%,5%,30%,4.0%,8%,2%,-3%,2.3%,5%,
COc1ccc(C(=O)c2c(NC(C)=O)sc3c2CCN(C(=O)OC(C)(C)C)C3)cc1,nt,4%,-19%,-0.5%,8%,-1%,nt,1.4%,nt,
COc1ccc(C(=O)C2CCCN(Cc3nc4ccccc4nc3C)C2)cc1OC (stereo not drawn),-2.2%,2%,-3%,1.2%,6%,-5%,2%,-1.1%,-9%,
COc1cccc(CNC(=S)Nc2ccc(Cl)cc2C)c1,nt,13%,0%,1.0%,5%,-2%,-7%,7.2%,8%,NS5 inhibitors pilot replicate=-3.1
COc1ccc([N+](=O)[O-])cc1NC(=O)Nc1cccc(Cl)c1,-2.5%,13%,15%,-1.8%,18%,-6%,-11%,4.7%,6%,

# Other compounds.
SMILES,XIAP antagonists,Large T inhibition,AID2073,HIV peptide binding,SIAH1 antagonists,LYP inhibition,NS5 inhibitors,RSV CPE inhibition,Rac1 GTP hydrolysis,others
Cc1ccnc(N2CCCC(C(=O)Nc3ccc(C)c(C)c3)C2)n1 (stereo not drawn),nt,6%,6%,0.7%,2%,-3%,-1%,1.0%,13%,
CC(C)Nc1nc(-c2ccncc2)nc(-c2ccccc2)c1C#N,nt,20%,8%,-1.9%,4%,-8%,1%,1.6%,7%,
O=C(OCCN1CCOCC1)c1ccc(Cl)cc1Cl,nt,4%,-1%,-1.6%,2%,-7%,-14%,1.4%,1%,
O=C(O)CN1CCN(C(c2ccccc2)c2ccccc2)CC1,nt,6%,2%,0.5%,2%,-6%,2%,1.1%,0%,
O=C(C1CCN(S(=O)(=O)c2cccnc2)CC1)N1CCN(C2CCCC2)CC1,-6.3%,-1%,1%,-0.9%,1%,-14%,-12%,0.2%,-4%,

# Sorted by molar mass (falling): some entries from above.
SMILES,XIAP antagonists,Large T inhibition,AID2073,HIV peptide binding,SIAH1 antagonists,LYP inhibition,NS5 inhibitors,RSV CPE inhibition,Rac1 GTP hydrolysis,others
O=C(C1CCN(S(=O)(=O)c2cccnc2)CC1)N1CCN(C2CCCC2)CC1,-6.3%,-1%,1%,-0.9%,1%,-14%,-12%,0.2%,-4%,
Cc1ccnc(N2CCCC(C(=O)Nc3ccc(C)c(C)c3)C2)n1 (stereo not drawn),nt,6%,6%,0.7%,2%,-3%,-1%,1.0%,13%,
O=C(O)CN1CCN(C(c2ccccc2)c2ccccc2)CC1,nt,6%,2%,0.5%,2%,-6%,2%,1.1%,0%,

# Screening results (PubChem)
